High-throughput results (PubChem BioAssay)
RAM network inh – inhibitors of the yeast RAM network; inhibition, % at 50 µM; S. cerevisiae dse1pr::URA3 reporter, 5-FOA growth OD615, 2 d; analog-sensitive cbk1-as2 kinase mutant strain; 190,000 compounds, 1.8% hits; AID 868;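 active means inhibition above a set limit, 3 SD over mean compound inhibition, cut at about 8.4% in these data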;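 further: 0% = DMSO-only wells with no growth and 100% = 10 µM 1-NA-PP1 full growth; inhibition rescues growth on 5-FOA so higher OD means more RAM inhibition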
PPARg SRC1 recr – agonists of human PPARgamma SRC-1 coactivator recruitment | P37231 | PPARgamma-SRC-1 coactivator recruitment biochemical assay | activation, % at 8 µM | 200,000 compounds, 0.41% hits | AID 631; in the data active means activation above about 19%;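 further: 0% = DMSO and 100% = reference agonist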
PPARg SRC2 recr – promotes SRC-2 coactivator recruitment by human PPARgamma; P37231; PPARgamma LBD-SRC-2 recruitment, biochemical; activation, % at 8 µM; 200,000 compounds, 0.34% hits; AID 1032; in the data active means activation above about 22%;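 further: 0% = vehicle and 100% = reference agonist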
bIAP inh – intestinal alkaline phosphatase (bovine) inhibition; purified bovine IAP, CDP-star luminescence, 30 min; inhibition, % at 20 µM; 190,000 tested, under 10 active;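 active means over 50% inhibition of intestinal alkaline phosphatase at 20 µM in the single-dose screen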
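System: purified bovine intestinal alkaline phosphatase (IAP) enzyme; Input: IAP diluted 1/65,000,000 in the well; Measured by: CDP-star luminescence signal; Compound dosing: 20 µM single dose; Incubation: 30 min reaction at room temperature.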
L major viab – inhibitors of Leishmania major promastigote growth; Leishmania major promastigotes, resazurin fluorescence viability; inhibition, % at 10 µM; 200,000 compounds, 9% hits; AID 1063; in the data active means inhibition above about 50%;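 further: promastigotes grown with compound for 44 hours at 28 °C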
ROMK mod – modulates human ROMK potassium channel activity. 130,000 compounds, 2% hits. P48048. B-score at 10 µM. Tet-inducible ROMK, thallium flux fluorescence; actives lie on both sides;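 active means signal ratio slope over the read window, or its plate-corrected B-score, at least 3 SD from the plate mean, either direction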;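 further: B-score of the F/F0 ratio slope over 7 to 12 s after thallium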
Target sequence (P48048 whole entry, looked up): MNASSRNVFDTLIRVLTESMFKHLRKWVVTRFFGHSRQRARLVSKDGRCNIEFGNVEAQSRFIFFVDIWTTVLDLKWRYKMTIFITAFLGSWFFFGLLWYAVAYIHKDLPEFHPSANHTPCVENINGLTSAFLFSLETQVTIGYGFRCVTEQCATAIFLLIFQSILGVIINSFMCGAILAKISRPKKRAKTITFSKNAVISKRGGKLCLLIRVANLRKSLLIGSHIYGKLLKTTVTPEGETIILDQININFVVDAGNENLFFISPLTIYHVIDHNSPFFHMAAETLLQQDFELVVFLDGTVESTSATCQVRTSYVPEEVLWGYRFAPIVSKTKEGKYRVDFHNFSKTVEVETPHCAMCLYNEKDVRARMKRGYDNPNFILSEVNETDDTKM
Redox H2O2 prof – compounds producing H2O2 with reducing agent – biochemical, NIH compound library profiling, artefact control for MLSCN library redox annotation, primary screen; activation, % at 10 µM; DTT-dependent redox cycling H2O2, phenol red/HRP absorbance; 100% = 100 µM peroxide control, 0% = buffer; 200,000 compounds, 0.03% hits; AID 878;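 active means activation of at least 50% relative to the plate's high and low controls in the primary single-dose screen; inactive means activation below 50%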;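 further: compound incubated with DTT at 0.8 mM final as the reducing agent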
TR-FRET SRC-2 ct – TR-FRET artefact, counter-screen to PPARgamma/SRC-2 agonist assay | 200,000 compounds, 0.4% hits | AID 1049 | TR-FRET ratio at 8 µM | stronger effect = higher value; in the data active means TR-FRET ratio above about 2000; further: inactives centre near 1500; reference of the scale not given here
HMGR II inh – blocks class II HMG-CoA reductase of Enterococcus faecalis; purified E. faecalis HMGR, NADPH absorbance 340 nm kinetic; inhibition, % at 10 µM; AID 1066; 190,000 compounds, 0.41% hits;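 active means inhibition above a set limit, the median over all tested compounds plus 3 SD, cut at about 9.5% in these data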;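 further: enzyme runs in reverse so mevalonate oxidation gives rising NADPH absorbance; 0% = complete reaction with DMSO and 100% = background rate lacking mevalonate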
PPARg SRC-3 ag – agonists of human PPARgamma SRC-3 coactivator recruitment; activation, % at 8 µM; AID 731; P37231; biochemical PPARgamma/SRC-3 coactivator recruitment assay; 200,000 compounds, 0.26% hits; in the data active means activation above about 23%;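 further: 0% = DMSO and 100% = reference agonist; some compounds past the cut are filed as inactive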
S1P3 antag – S1P3 (human) receptor antagonism; inhibition, % at 4.98 µM; CHO S1P3 NFAT-BLA reporter, FRET fluorescence, antagonist mode; 170,000 compounds, 0.27% hits; Q99500;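 active means inhibition above the plate cutoff, the mean inhibition of test wells on that plate plus 3 SD, cut at about 28% in these data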;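 further: cells challenged with S1P at its EC80 of 0.8 µM; blue over green emission ratio from cleaved BLA substrate after 4 h stimulation; 0% = S1P-stimulated wells and 100% = unstimulated DMSO-only wells; some compounds past the cut are filed as inactive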
Target sequence (Q99500 whole entry, looked up): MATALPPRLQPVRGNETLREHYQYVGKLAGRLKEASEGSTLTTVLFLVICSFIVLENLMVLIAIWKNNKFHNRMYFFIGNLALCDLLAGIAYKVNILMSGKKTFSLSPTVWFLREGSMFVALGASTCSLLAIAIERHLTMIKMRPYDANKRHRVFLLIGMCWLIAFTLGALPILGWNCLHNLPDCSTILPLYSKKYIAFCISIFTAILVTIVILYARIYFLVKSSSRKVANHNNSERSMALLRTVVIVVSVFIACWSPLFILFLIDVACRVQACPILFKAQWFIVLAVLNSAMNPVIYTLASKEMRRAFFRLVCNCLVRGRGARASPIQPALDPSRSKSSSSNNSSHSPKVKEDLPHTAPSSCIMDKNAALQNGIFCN
An asterisk follows results filed as active; / = not tested or not shown.

no.	molecule	RAM network inh	PPARg SRC1 recr	PPARg SRC2 recr	bIAP inh	L major viab	ROMK mod	Redox H2O2 prof	TR-FRET SRC-2 ct	HMGR II inh	PPARg SRC-3 ag	S1P3 antag
1	CCCOc1ccc(C(=O)N2CCCc3ccccc32)cc1	0.3	1.6	13.4	8.1	7.9	-2.6	-0.8	1625	-1.9	11.6	-1.6
2	CCOC(=O)C/C(C)=N/NC(=O)Nc1ccccc1	1.1	-5.7	5.1	-6.0	-9.4	0.0206	-0.5	1423	-2.3	-0.6	-5.1
3	O=C(Nc1nnc(-c2ccccc2)o1)C1CCCCC1	1.6	3.1	-14.7	14.1	26.1	/	-0.7	1446	-10.3	-0.3	/
4	COc1ccc(CN(C)CCc2ccccn2)c(OC)c1OC	1.1	-2.0	-1.0	4.6	-1.4	-0.0534	-2.4	1526	-3.5	-1.9	/
5	Cc1nc2ccc(C(=O)O)cc2[nH]1	-0.9	3.6	2.0	-2.0	-5.7	0.17	0.2	1278	-8.2	-6.5	/
6	NNC(=O)CCc1c[nH]c2ccccc12	0.6	-1.3	6.5	2.6	-4.7	/	1.4	1627	-4.4	-6.4	/
7	CCN1C(=O)CC(N2CCN(c3ccc(C(=O)c4ccncc4)cc3)CC2)C1=O (stereo not drawn)	1.7	-5.7	-3.3	-0.5	73.0*	0.694	0.2	1441	-2.4	-5.7	/
8	CC(C)NC(=O)c1ccc(OC2CSC2)cc1	0.1	2.3	2.3	8.1	-0.6	/	1.3	1541	-2.4	5.3	/
9	COc1ccc2oc(=O)cc(C)c2c1	0.5	7.3	4.4	3.0	2.8	-0.02	1.7	1485	-4.9	-7.3	-9.8
10	O=c1oc2ccc(Cl)cc2cc1-c1ccccc1	2.8	0.3	6.9	-2.9	-6.6	0.374	0.1	1375	-4.9	-3.7	-6.9
11	N#Cc1nc(N2CCOCC2)nc(N2CCOCC2)n1	0.8	6.3	4.5	-5.0	0.1	-1.09	0.0	1551	-3.1	8.3	-6.9
12	CCC1Oc2ccc(C)cc2N(CC(=O)NCC2COc3ccccc3O2)C1=O (stereo not drawn)	-0.6	1.1	3.7	-15.6	-4.1	/	-1.2	1713	4.1	-1.5	/
13	O=C(c1ccc(C(=O)N2CCCCCC2)cc1)N1CCCCCC1	-0.7	-4.0	-6.8	24.9	-4.5	/	0.8	1412	-5.0	-6.8	/
14	C=CCN1C(=O)/C(=C/c2ccccc2)S/C1=N/c1nccs1	6.9	-1.2	5.4	21.6	37.9	0.241	0.3	1558	-5.4	-0.8	0.7
15	O=C(O)C1C2C=CC3(CN(c4cccc(C(F)(F)F)c4)C(=O)C13)O2 (stereo not drawn)	1.9	-1.4	-0.8	12.9	-4.1	1.4	-0.1	1394	1.1	1.6	-39.7
16	C=CCOc1ccc(-c2nc3c(c(=O)[nH]c(=O)n3CCCC)n2C)cc1OC	1.6	-6.0	4.7	-2.3	5.8	-0.233	0.0	1549	-0.1	1.1	-10.7
17	Cc1ccc(C(=O)N/C(=C/c2ccco2)C(=O)NC2CCS(=O)(=O)C2)cc1 (stereo not drawn)	1.8	-3.7	1.6	-16.6	-9.8	-0.0385	-0.1	1541	-2.0	7.3	-13.8
18	COc1cccc(/C=C(/C(=O)OCC(=O)NC2CCCCCCC2)c2ccccc2)c1	12.6*	-11.2	6.8	1.0	0.9	/	0.8	1525	0.8	2.8	-8.0
19	Cc1ccccc1NC(=O)CCC(=O)N/N=C/c1c[nH]c2ccccc12	0.5	8.9	10.2	5.3	5.6	-0.84	-0.6	1737	-3.7	1.4	1.9
20	CCCCCCC(=O)Nc1ccc(C(=O)N2CCCC2)cc1	-1.2	1.2	-3.7	3.6	-2.8	/	0.2	1473	-2.7	3.1	/
21	CC(Oc1ccc(Cl)cc1Cl)C(=O)NN=C1CCN(C)CC1 (stereo not drawn)	1.3	-8.3	16.2	-5.9	-3.6	/	-0.1	1860	0.0	-0.4	7.2
22	Cc1cc(Br)cc(C)c1NC(=S)NC(=O)CC(C)C	2.4	-0.3	-1.4	15.8	-1.2	0.0396	0.9	1545	0.2	2.6	/
23	Cc1ccc(S(=O)(=O)N(C)CC(=O)N2CCN(c3ccccn3)CC2)cc1	0.1	-0.7	-0.4	5.8	-5.3	/	2.7	1317	-5.0	1.9	0.2
24	CC(=O)c1ccc(Oc2ncnc3sccc23)c(CN2CCOCC2)c1	-0.6	-2.9	1.8	-2.4	-5.4	0.398	-0.5	1634	-9.8	0.0	-4.8
25	CCO[C@@H]1OC(C(=O)N2CCOCC2)=C[C@H](C2CCCCC2)[C@H]1CCCO	1.3	3.2	4.0	-6.2	-6.0	/	0.6	1693	-4.2	1.4	-2.9
26	CCn1c(C)c(C2=CCN(S(=O)(=O)c3ccc(C)cc3)CC2)c2ccccc21	2.2	4.2	-1.8	0.2	16.3	0.67	0.0	1496	4.2	-0.6	-3.2
27	Cc1ccccc1Nc1nc(CSc2nnnn2-c2ccccc2)cs1	1.9	2.3	6.0	26.6	12.9	0.162	0.3	1513	-2.0	12.9	/
28	COCCNS(=O)(=O)c1ccc2c(c1)oc(=O)c1cc(S(=O)(=O)NCCOC)ccc12	1.0	-5.4	-8.5	-1.5	-3.8	1.51	-5.2	1390	-6.6	-4.9	22.7
29	Fc1ccc(F)c(CN2CCN(c3ncccn3)CC2)c1	0.3	2.2	4.5	5.6	-0.4	/	2.0	1594	2.1	-4.7	-3.8
30	O=C(C1CC1)N(CCN(Cc1ccccc1)C(=O)C1CC1)Cc1ccccc1	0.1	-0.9	9.1	5.2	-2.3	/	0.9	1455	2.0	10.3	/
31	O=C(OC1CCN(c2ncc(C(F)(F)F)cc2Cl)CC1)c1cccc(C(F)(F)F)c1	7.1	-9.2	2.2	10.8	-6.4	/	3.4	1492	-8.2	-7.6	/
32	Cc1ccc(C)c(S(=O)(=O)N2CCN(CC(=O)Nc3ccc4c(c3)CCC4)CC2)c1	0.6	10.1	6.3	1.6	27.4	-0.0325	-0.8	1460	-2.3	7.4	0.1
33	Fc1ccccc1NC(=S)N1CCN(c2ccccn2)CC1	1.3	-1.6	3.9	24.1	-3.7	-0.348	0.4	1409	-2.2	-1.1	-7.5
34	CCC1CCCCN1C(=O)CSc1nnc(-c2ccc(OC)cc2)o1 (stereo not drawn)	0.9	-1.9	5.2	2.0	0.4	/	-0.4	1364	4.1	15.4	0.3
35	CCOC(=O)C1=C(CSc2nc3ccccc3s2)NC(=O)NC1c1ccc(OC)cc1 (stereo not drawn)	4.3	7.8	7.1	-2.9	61.9*	-0.0568	-6.2	1536	0.7	18.4	/
36	Cc1ccc(Cc2cnc(NC(=O)c3ccco3)s2)cc1	1.2	-5.8	8.3	14.3	-11.4	0.79	0.0	1516	-4.5	4.3	/
37	Cc1cnc(C)c(N2CCC(C(=O)NC(C)c3cccs3)CC2)n1 (stereo not drawn)	0.9	3.9	8.8	-7.8	0.2	/	-0.3	1768	1.0	-2.3	36.3
38	COc1ccc(/C=C2\C(=O)NC(=S)N2C(=O)c2ccc(C)cc2)cc1	4.4	-4.4	3.8	-0.2	-2.6	0.694	0.6	1617	2.5	-0.1	5.7
39	COCCNC(=O)CSCc1c(F)cccc1Cl	0.1	-2.6	-0.9	8.3	-2.6	/	2.8	1460	-1.6	3.2	-28.7
40	CS(=O)(=O)Nc1ccc(C(=O)NCCSCc2c(F)cccc2Cl)cc1	3.7	-1.5	-4.2	-21.1	-2.9	-0.112	-0.6	1350	-3.2	-1.5	-14.3
41	FC(F)(F)C12CC(c3ccccc3)=NCCN1CCN2 (stereo not drawn)	1.4	7.9	-0.3	-40.0	0.4	0.888	-0.6	1759	-3.2	2.7	/
42	O=C(CCl)N=c1sccn1Cc1ccc(Cl)cc1Cl	1.7	-8.5	4.3	-1.9	85.6*	/	-0.6	1447	-0.4	-1.4	-21.3
43	COc1ccc2[nH]cc(S(=O)(=O)c3ccc(C(C)C)cc3)c(=O)c2c1	4.2	2.4	12.5	8.1	-7.4	-0.261	3.3	1595	5.0	-2.5	-14.3
44	COc1cccc(CNc2cc(CSc3ccc(Cl)cc3)nc(C)n2)c1	0.2	3.5	18.2	-63.5	29.9	-1.07	0.2	1623	1.4	-0.3	/
45	CCC(=O)Nc1ccc(C(=O)CSc2nnc(-c3ccc(NS(C)(=O)=O)cc3)n2C)cc1OC	2.9	-5.7	-1.3	3.2	-4.8	/	0.1	1522	-7.8	-4.7	5.1
46	Cc1cc(NCc2ccccc2)nc(N2CCOCC2)n1	3.5	2.9	2.6	5.9	39.0	/	2.1	1526	0.5	-6.0	/
47	Cc1nn(Cc2ccccc2)c(C)c1NC(=O)c1cccs1	1.3	2.5	4.4	-1.1	0.7	0	-0.7	1697	2.5	0.9	-14.0
48	N=C(c1cccc([N+](=O)[O-])c1)N1CCCCC1	0.1	1.5	8.4	-1.0	-5.4	-0.145	0.7	1626	4.5	1.4	1.4
49	Cc1nn(-c2ccccc2)c(=S)n1-c1ccccc1	1.0	-0.3	3.7	4.3	-5.2	0.899	-4.0	1625	-7.5	-0.3	-17.2
50	CCOc1ccc(CNC(=O)CCc2cn(C)c3ccccc23)cc1OC	5.2	1.5	5.0	1.5	8.1	-1.73	-1.9	1566	-3.8	-2.4	4.3
51	Cn1c(NCCCN2CCOCC2)nc2c1c(=O)n(Cc1ccc(Cl)cc1)c(=O)n2C	2.2	5.5	0.6	-1.5	74.1*	1.3	0.0	1475	-8.2	0.5	-32.1
52	CN(C)S(=O)(=O)c1ccc(Cl)c(NC(=O)CSc2nc3ccccc3c(=O)n2CCCN2CCOCC2)c1	-0.5	0.1	-7.6	1.4	25.4	/	-0.1	1394	-6.0	-4.8	5.4
53	COc1ccc(-n2ccnc2SCC(=O)NCc2ccccc2)c(OC)c1	-0.1	8.8	10.9	-1.9	-2.2	-0.0881	-1.4	1616	3.1	3.0	5.9
54	CS(=O)(=O)c1ccc2nc(NC3(C(F)(F)F)N=C4SCCN4C3=O)sc2c1 (stereo not drawn)	0.9	3.4	8.7	7.0	4.4	-0.473	-0.1	1661	-5.9	1.8	-10.4
55	COc1ccc(C(=O)N2CCN(S(=O)(=O)c3ccc(C)cc3C)CC2)cc1OC	-0.2	7.8	-3.7	5.9	-5.5	/	-0.1	1674	3.4	12.0	14.9
56	CS(=O)(=O)N(CC(=O)Nc1ccc2c(c1)OCO2)c1ccc2c(c1)OCO2	1.5	2.1	-3.4	16.9	0.3	1.55	0.0	1501	-11.8	2.4	/
57	COc1ccc(/C=N/NC(=S)NCc2ccccc2)cc1OC	0.5	5.8	-1.9	4.9	49.8	-1.33	-1.1	1602	-2.9	4.9	-6.2
58	COCCCNc1c2c3c(cccc3[nH]c1=O)C(=O)c1ccccc1-2	-1.1	2.0	8.5	30.0	11.9	/	0.0	1628	2.0	-1.4	/
